M. tuberculosis: growth inhibition of non-replicating M. tuberculosis (AID 488890); one-dose inhibition, % at 25 µM; IC50 in µM for titrated hits; 320,000 tested, 0.39% active; Mycobacterium tuberculosis non-replicating, growth inhibition; higher % means a stronger effect; in the data active = a potency from the dose series; inconclusive = inhibition mostly from about 82% at the one dose, without a potency; inactive = the rest, 99 in 100 with inhibition below about 76%;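 note: plate controls were DMSO cells for no effect and high antibiotic wells for full effect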
influenza NS1A: H1N1 influenza NS1A inhibitors, functional cell based assay (AID 504329) | inhibition, % at 12.5 µM; hits with a dose series show IC50 in µM | 340,000 tested, 0.3% active | NS1A functional cell-based assay, percent inhibition; higher % means a stronger effect; in the data active = a potency from the dose series; inconclusive = inhibition above about 27% without an active follow-up result; note: strong numbers were not always called active
Salmonella PhoP GFP: PhoP regulon inhibitors, Salmonella typhi PhoP promoter GFP reporter, confirmatory (AID 1850) | 310,000 tested, 0.33% active | Salmonella Typhi PhoP-promoter GFP reporter, fluorescence, 4 h; higher % means a stronger effect | one-dose inhibition, % at 50 µM; IC50 in µM for titrated hits; in the data active = a potency from the dose series; inconclusive = inhibition mostly from about 25% at the one dose, without a potency; inactive = the rest, 99 in 100 with inhibition below about 19%;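 note: 0% = induced wells with vehicle and 100% = uninduced wells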
inhibitors of VEEV: inhibitors of VEEV TC-83 cytopathic effect, confirmation, Vero cells (AID 588727); 350,000 tested, 0.13% active; Vero cells, VEEV TC-83 cytopathic effect inhibition; higher % means a stronger effect; inhibition, % at 20 µM; hits with a dose series show IC50 in µM; in the data active = a potency from the dose series; inconclusive = inhibition mostly from about 14% at the one dose, without a potency; inactive = the rest, 99 in 100 with inhibition below about 12%; note: strong numbers were not always called active
M. tuberculosis HTS: M. tuberculosis growth inhibition, HTS (AID 449762) | 330,000 tested, 0.59% active | M. tuberculosis H37Rv growth inhibition, 7H9 media; higher % means a stronger effect | one-dose inhibition, % at 25 µM; IC50 in µM for titrated hits; in the data active = a potency from the dose series; inconclusive = inhibition above about 70% without an active follow-up result;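 note: bacterial growth assessed after seven days of incubation; strong numbers were not always called active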
inhibitors of VEEV 10K pilot screen: also measured in inhibitors of VEEV; calls as there; inhibition, %; measured here: 10K pilot screen inhibition
* = called active by the depositor; i = inactive; ? = inconclusive; · = not tested or not shown.

SMILES | M. tuberculosis | influenza NS1A | Salmonella PhoP GFP | inhibitors of VEEV | M. tuberculosis HTS | others
Fc1ccccc1NC(=S)NCc1ccc(Cl)cc1 | 79% | -29% | 1% | 2.4% | 60%
O=C(Nn1c(C2CCCCC2)nc2ccccc2c1=O)c1cc(Cl)ccc1[N+](=O)[O-] | 9% | 12% | 3% | 0.7% | 6%
COc1ccc(C(O)P(=O)(OCCC(C)C)c2ccc(N(C)C)cc2)cc1 (stereo not given) | 4% | 1% | -1% | 0.4% | 10%
CN(C)C(CNC(=O)c1ccc(C2SCCS2)cc1)c1ccccc1 (stereo not given) | 11% | 9% | -8% | 3.1% | -2%
O=C(CSc1nc2c(c(=O)n1-c1ccc(Br)cc1)SCC2)NCc1ccco1 | 14% | -9% | -5% | 0.8% | 0%
COc1ccc(S(=O)(=O)Nc2ccc(S(=O)(=O)Nc3nc(C)cc(C)n3)cc2)cc1OC | 10% | 0% | 11% | 2.4% | 4%
C=CCn1c(=S)[nH]c2sc3c(c2c1=O)CCCC3 | -19% | -11% | -4% | 0.3% | 0%
C/C=C/c1ccc(OCCCNCC(C)O)c(OC)c1 (stereo not given) | 1% | -12% | -8% | 0.9% | -4%
CCCC[C@@H]1CNCCN1CCc1cccc(F)c1 | -4% | 1% | 11% | i | -1% | inhibitors of VEEV 10K pilot screen=0.3
CCCCC(=O)Nc1nnc(C)s1 | -4% | 0% | -5% | 5.0% | -2%
COc1ccc(CCNS(=O)(=O)c2cn(C)c(=O)n(C)c2=O)cc1OC | -8% | -3% | 5% | 2.6% | -2% | inhibitors of VEEV 10K pilot screen=0.4
Cc1ccsc1C(=O)OCC(=O)NCc1ccco1 | 5% | 9% | 13% | i | 1%
COc1cc2c(cc1OC)-c1cc(NC3CCCC3)nc(=O)n1CC2 | 8% | 1% | 15% | 7.4% | -7%
O=C(NNC(=O)c1ccc2ccccc2c1)c1cccc(Br)c1 | · | -23% | · | 0.5% | ·
CC(=O)NCC(=O)N(Cc1ccco1)C1(C(=O)NC2CCCCC2)CCCCC1 | 5% | 4% | 4% | 2.1% | 1%
COCc1cc(C)nc(SCC(=O)Nc2ccc3c(c2)OCO3)c1C#N | -2% | 21% | -4% | i | -5%
C/C=C(\C)C(=O)N1CC2(CC(c3cccc(NC(=O)COc4ccc(Cl)cc4)c3)=NO2)C[C@@H]1C(N)=O (stereo not given in full) | 10% | -6% | -3% | 0.7% | 4%
CC(=O)c1ccc(NC(=O)COC(=O)c2c3c(nc4ccccc24)/C(=C\c2cccs2)CCC3)cc1 | 21% | -1% | 0% | ? | 98%
O=C(COC(=O)CCCNC(=O)c1ccc(Cl)cc1)Nc1cc(Cl)ccc1Cl | -10% | 4% | -6% | i | -5%
Cc1ccc(C(=O)O/N=C\c2ccc(N3CCCCC3)c([N+](=O)[O-])c2)cc1 | 49% | 9% | -3% | 3.1% | 22µM*

Next section; the last 7 above are carried over.
SMILES | M. tuberculosis | influenza NS1A | Salmonella PhoP GFP | inhibitors of VEEV | M. tuberculosis HTS | others
O=C(NNC(=O)c1ccc2ccccc2c1)c1cccc(Br)c1 | · | -23% | · | 0.5% | ·
CC(=O)NCC(=O)N(Cc1ccco1)C1(C(=O)NC2CCCCC2)CCCCC1 | 5% | 4% | 4% | 2.1% | 1%
COCc1cc(C)nc(SCC(=O)Nc2ccc3c(c2)OCO3)c1C#N | -2% | 21% | -4% | i | -5%
C/C=C(\C)C(=O)N1CC2(CC(c3cccc(NC(=O)COc4ccc(Cl)cc4)c3)=NO2)C[C@@H]1C(N)=O (stereo not given in full) | 10% | -6% | -3% | 0.7% | 4%
CC(=O)c1ccc(NC(=O)COC(=O)c2c3c(nc4ccccc24)/C(=C\c2cccs2)CCC3)cc1 | 21% | -1% | 0% | ? | 98%
O=C(COC(=O)CCCNC(=O)c1ccc(Cl)cc1)Nc1cc(Cl)ccc1Cl | -10% | 4% | -6% | i | -5%
Cc1ccc(C(=O)O/N=C\c2ccc(N3CCCCC3)c([N+](=O)[O-])c2)cc1 | 49% | 9% | -3% | 3.1% | 22µM*
COc1ccc(CCNS(=O)(=O)c2cc3c(cc2C)NC(=O)CO3)cc1OC | -3% | -4% | -6% | 1.3% | -8% | inhibitors of VEEV 10K pilot screen=0.9
CCC(C(=O)Nc1ccc(OC)c(Cl)c1)c1ccccc1 (stereo not given) | 5% | -11% | -3% | 0.2% | -3%
COc1ccc(OCCC(=O)OCC(=O)NCc2ccccc2OC)cc1 | 26% | -14% | 7% | 2.4% | 33%
CC(NC(=O)COC(=O)C1(C)CC1(Cl)Cl)c1ccccc1 (stereo not given) | 11% | -2% | · | i | 9%
CCc1ccc(-c2ccc(SCC(=O)Nc3nnc(C)s3)nn2)cc1 | ? | 8% | -5% | 0.6% | 1%
O=C(OCn1nnc2ccccc2c1=O)c1cc(-c2ccccc2Cl)nc2ccccc12 | -7% | 12% | -6% | 2.9% | 4%
CCOc1ccc(NC(=O)CN(C)CC(=O)Nc2cccc(Cl)c2C)cc1OCC | 22% | 6% | -2% | 0.8% | 0%
Cc1cnc(CNC(=O)c2ccc(OC3CCN(C(=O)C4CC4)CC3)cc2)cn1 | -8% | -12% | 3% | 0.1% | -3% | inhibitors of VEEV 10K pilot screen=0.3
COc1cc(CN2CCCC(CO)(Cc3cccc(Cl)c3)C2)cc2c1OCO2 (stereo not given) | 33% | -11% | 13% | 0.1% | 19%
Cn1c(=O)c2ncn(C)c2n(C)c1=O | · | -2% | · | i | ·
COc1ccc2cc(CO)c(Cl)nc2c1 | 7% | -8% | -7% | 0.4% | 4%
COc1ccc(NC(=O)C(CC(=O)O)C(C)c2ccccc2)cc1 (stereo not given) | -18% | -2% | 9% | 1.0% | -6%
Cc1nc(N2CCN(S(=O)(=O)c3ccc(F)cc3)CC2)c2c(C)c(C)sc2n1 | -6% | 0% | 4% | 0.4% | -2%
O=C(COc1cccc2ccccc12)Nc1ccc(Cl)cc1C(=O)O | 6.2µM* | -2% | -6% | >25µM* | 0%
CC1CCN(CC(=O)N2CCc3ccccc32)CC1 | 3% | -3% | -6% | 1.3% | -4%
COc1cc(OC)cc(-c2nc(N)n[nH]2)c1 | -14% | -7% | 8% | 1.3% | 0%
CCN(C(=O)COC(=O)/C=C/c1ccc(OC)c(OC)c1)c1c(N)n(Cc2ccccc2)c(=O)[nH]c1=O | · | -1% | · | 5.9% | ·
CC(=O)c1ccc(OCc2ncc(C(F)(F)F)cc2Cl)cc1 | 54% | 8% | 6% | i | -1%
COc1ccc(NC(=S)N2CCCC2)cc1OC | -1% | -3% | 0% | 0.9% | 1%
CC(=O)c1ccc(NC(=O)CSc2nc(=O)n(CCN3CCOCC3)c3c2CCC3)cc1 | 1% | -1% | -2% | 0.7% | -3%
CCOC(=O)c1sc2nc(CSCC(=O)OCc3ccc(C(=O)OC)o3)[nH]c(=O)c2c1C | 41% | -4% | -3% | 0.3% | -5%
CN(C)C(CNC(=O)CCNC(=O)c1ccccc1Cl)c1ccco1 (stereo not given) | 7% | -2% | · | 0.9% | 2%
COc1ccccc1NC(=O)c1sc(NC(=O)c2ccco2)c(C#N)c1C | -1% | -7% | -13% | 1.6% | -14%
Cc1cc(NC(=O)Cn2nc(C(F)(F)F)c3c2CCC3)no1 | 2% | -13% | -2% | 2.6% | 5%
O=C(/C=C\Nc1cccc(F)c1)c1cccs1 | -4% | 4% | -2% | 2.1% | -4%
O=C(CNc1cccc(S(=O)(=O)N2CCCCC2)c1)Nc1ccccc1F | 9% | -14% | -8% | 9.0% | -14%
CCS(=O)(=O)c1nc(S(=O)(=O)c2ccc(C)cc2)c(N2CCOCC2)s1 | -7% | -9% | -5% | 2.2% | -6%
CC(C)CC(=O)Nc1nnc(S(=O)(=O)N2CCc3ccccc32)s1 | · | 12% | -5% | 0.2% | 8%
N#CC1(NC(=O)CSc2nnc3n2CCCCC3)CCCCC1 | 0% | -9% | · | 1.7% | -4%
Brc1ccccc1-c1nc2c3ccccc3ncn2n1 | 29% | -9% | · | 7.9% | ?
O=C(NNC(=O)C1CCC1)c1ccccc1F | 8% | -4% | -3% | 0.6% | 40%
CN1c2ccccc2N(C)C1(C)c1cccc2ccccc12 | 33% | 39µM* | 1% | 5.2% | 17%
Cn1c(=O)c([N+](=O)[O-])c(NCc2ccccc2Cl)c2ccccc21 | 20% | 2% | -3% | 7.3% | 4%
O=C(Nc1ccc(S(=O)(=O)C(F)F)cc1)c1cccc(S(=O)(=O)N2CCOCC2)c1 | 0% | 3% | 20% | 4.5% | -2%
COc1ccc(Cn2c(SCc3ccccc3C)nc3cc(OC)c(OC)cc3c2=N)cc1 | ? | 7% | 11% | i | ?
FC(F)(F)c1cccc(-c2nnc(-c3ccccc3)c(N3CCOCC3)n2)c1 | 2% | 5% | -10% | 0.1% | -3% | inhibitors of VEEV 10K pilot screen=0.9
Cc1ccccc1OCCCn1c(CO)nc2ccccc21 | 27% | 5% | 9% | 0.8% | 9%
CC(C)(C(=O)c1ccccc1)/[N+]([O-])=C/c1ccccc1F | 35% | -1% | -4% | i | 6%
CCCCSc1nc2c([nH]1)c(=S)n(C)c(=O)n2C | · | -7% | · | 1.0% | ·
COc1ccc(NS(=O)(=O)c2cc([N+](=O)[O-])ccc2N/N=C/c2c(C)[nH]c3ccccc23)cc1 | · | -3% | · | 2.2% | ·
CCN1C(=O)C(=O)N(CC(=O)N(C)CC(=O)Nc2ccccc2C(F)(F)F)C1=O | 14% | -9% | · | 1.8% | -5%
Cc1ccn(-c2n[nH]c(C)c2[N+](=O)[O-])n1 | 15% | -3% | 9% | 0.9% | -9%
N#Cc1cc(C#N)c(SCC(=O)NCC2CCCO2)nc1N (stereo not given) | -7% | -5% | 14% | 6.4% | -3%
CCN1C(=O)C(CC(=O)Nc2c(C)cccc2C)Nc2cc(S(=O)(=O)N(C)C)ccc21 (stereo not given) | 36% | 4% | 5% | 1.8% | 1%
COc1ccccc1/C=C/C=N/N1CCN(Cc2ccccc2)CC1 | -16% | 3% | -1% | 0.8% | 6%
COc1cc(/C=C(/C#N)c2nc3ccccc3[nH]2)ccc1OCc1ccc(C(=O)O)o1 | -5% | 6% | -5% | 2.8% | -2%
CC(C)C(NS(=O)(=O)c1cccc2nsnc12)C(=O)N1CCn2c1nc1ccccc12 (stereo not given) | · | 2% | 25% | 1.2% | 11%
Cc1ccc(C2=CSC3=NNC4(CCCCC4)NN23)cc1 | -4% | 10% | 5% | 3.0% | 0%
O=C(COC(=O)c1cccc(O)c1)c1ccccc1 | 9% | -4% | 3% | 2.7% | 6%
O=C(CC1Sc2ccccc2NC1=O)NNC(=O)Nc1ccc(Cl)cc1 (stereo not given) | -4% | 0% | 4% | 4.0% | -3%
CC1CCC(=NNC(=O)Cc2ccccc2)CC1 (stereo not given) | 0% | -6% | 0% | i | -4%
O=C(NCc1ccco1)c1cc2sccc2n1Cc1ccc(F)cc1 | 14% | -4% | 2% | 8.5% | 8%
COC(C[C@@H]1O[C@@H]1C(=O)COCc1ccccc1)OC | · | 9% | · | 0.1% | ·
C=CCN1C(=O)CN=C1NCc1ccccc1 | -5% | 2% | 5% | i | -2%
C/C(=N\NC(=O)COc1cccc(Cl)c1)c1ccc2c(c1)OCCO2 | 53% | -2% | 3% | 1.1% | 3%
Cc1ccc2[nH]cc(CCNC(=O)Nc3ccccc3)c2c1 | 11% | -5% | 3% | 0.6% | -1%
CCCNC(=O)c1c(O)c2cccc3c2n(c1=O)CCC3 | -7% | -6% | 1% | 1.5% | -2%
O=C(N/N=C/c1ccccn1)c1cc([N+](=O)[O-])cc([N+](=O)[O-])c1 | 10µM* | 19% | -9% | 5.1% | 4%
N#Cc1ccc(C23CC4CC(CC(C4)C2)C3)[nH]c1=O | 7% | 3% | 3% | 6.0% | 12%
CC(=O)c1cccc(NC(=O)C2CCCN(S(C)(=O)=O)C2)c1 (stereo not given) | -6% | -3% | 9% | 0.2% | 5%
Other entries follow.
SMILES | M. tuberculosis | influenza NS1A | Salmonella PhoP GFP | inhibitors of VEEV | M. tuberculosis HTS | others
COc1ccc(/C=C2\SC(=NCc3ccccc3)NC2=O)cc1 | -6% | -1% | -2% | 1.0% | -5%
Cc1c(/C=N\NC(=O)c2csc3ccccc23)cnn1C | -10% | -3% | 4% | 6.6% | 3%
CCOc1ccc(/C=N/OCC(=O)Nc2cc(S(=O)(=O)N3CCOCC3)ccc2OC)cc1 | 4% | -10% | 5% | 0.3% | -4%
COc1cccc(N2CCN(C(=O)c3ccc(CS(=O)Cc4ccc(Cl)cc4)o3)CC2)c1 (stereo not given) | 8% | 8% | -2% | 10% | 8%
Cc1ccc(-c2csc3ncn(CC#N)c(=O)c23)cc1 | 7% | 5% | -3% | 4.3% | 3%

Screening results from PubChem BioAssay.
